LGR2 inh – inhibitors of bursicon-induced Drosophila LGR2 receptor cAMP signaling; actives 0.35% (n = 380,000); AID 720647; HEK293 LGR2, CRE-luciferase, bursicon-stimulated, 4 h; inhibition, % at 9.99 µM;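 active = drop in luminescence signal, shown as inhibition above about 50% in the replicate tests, limit read from the data, passing the limit was not always enough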;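 note: agonist challenge used bursicon conditioned medium at about half maximal strength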
SIRT5 inh – sirtuin-5 (human) deacylase inhibition; Q9NXA8; Purified SirT5, succinyl-peptide AMC, trypsin-coupled fluorescence; inhibition, % at 15 µM; actives 1.1% (n = 330,000); in the data active = inhibition above about 15%
Target sequence (Q9NXA8 whole entry, looked up): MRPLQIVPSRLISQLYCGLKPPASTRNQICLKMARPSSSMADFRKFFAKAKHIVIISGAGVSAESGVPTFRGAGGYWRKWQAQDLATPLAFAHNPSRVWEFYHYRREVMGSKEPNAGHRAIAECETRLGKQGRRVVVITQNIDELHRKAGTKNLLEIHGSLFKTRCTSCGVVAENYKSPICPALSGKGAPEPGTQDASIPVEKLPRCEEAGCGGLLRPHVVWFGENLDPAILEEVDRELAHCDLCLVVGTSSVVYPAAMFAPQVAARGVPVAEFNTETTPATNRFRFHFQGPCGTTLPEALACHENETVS
CASP6 VEID inh – blocks human caspase-6 cleavage activity | P55212 | purified caspase-6, Z-VEID-R110 cleavage fluorescence | inhibition, % at 12.5 µM | actives 0.53% (n = 350,000);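 active = mean inhibition across replicates at least about 35%, with every replicate also reaching that limit, limit read from the data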;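 note: 0% = median of neutral control wells and 100% = no fluorescence left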
Target sequence (P55212 24-179 limits assumed): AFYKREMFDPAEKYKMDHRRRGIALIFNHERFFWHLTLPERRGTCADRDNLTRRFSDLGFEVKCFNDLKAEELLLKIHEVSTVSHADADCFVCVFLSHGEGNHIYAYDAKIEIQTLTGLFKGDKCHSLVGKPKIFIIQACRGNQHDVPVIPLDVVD
Target sequence (P55212 194-293 limits assumed): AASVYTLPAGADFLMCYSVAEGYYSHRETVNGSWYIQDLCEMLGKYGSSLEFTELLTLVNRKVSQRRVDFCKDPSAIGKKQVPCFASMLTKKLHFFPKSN
esBAF inh – blocks esBAF chromatin remodeling in mouse ES cells; Bmi1-luciferase knock-in reporter, 24 h; 100% = twice the neutral-well signal; actives 2% (n = 350,000); reporter increase, % at 12.5 µM; in the data active = activation above about 40%;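 note: 0% = median of the plate's neutral control wells and 100% = double that signal; a rise in the Bmi1 reporter signal indicates esBAF inhibition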
FN deposition inh – fibronectin deposition inhibition; AH1F fibroblasts, Alexa488-fibronectin deposition fluorescence, overnight; AID 743247; inhibition, % at 12.6 µM; actives 0.086% (n = 350,000);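 active = mean inhibition across replicates of 30% or more, regardless of how many single replicates reach that level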;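 note: positive control wells lacked labelled fibronectin entirely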
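Material: AH1F fibroblast monolayer depositing Alexa488-labelled fibronectin into matrix / Amount: 10000 AH1F cells per well / Signal: fluorescence 485/525 nm / Medium: DMEM, 2% serum / Compound: single dose, pinned / Incubation: 1 h cell adhesion before compound, then overnight fibronectin incubation / Reagent: Alexa488-FN, 24 nM final / Read-out: inhibition of fibronectin deposition signal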
C2C12 statin – suppressors of simvastatin-induced myotoxicity in C2C12 myotubes; actives 0.78% (n = 330,000); ATP luminescence, 48 h; scaled: DMSO 0, geranylgeraniol control 100; rescue of ATP level, % at 7.49 µM;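 active = mean ATP rescue above about 67%, or every replicate alone reaching that limit, limit read from the data, passing the limit was not always enough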;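 note: myotubes were challenged with 10 µM simvastatin during compound exposure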
S100A4 MyoIIA – inhibitors of human S100A4 binding to myosin IIA peptide; inhibition, % at 10.7 µM; S100A4/TAMRA-MyoIIA peptide fluorescence polarization; actives 0.14% (n = 360,000);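 active = mean inhibition of at least 70% across replicates, with every replicate also reaching that level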
Target sequence (P26447 whole entry, looked up): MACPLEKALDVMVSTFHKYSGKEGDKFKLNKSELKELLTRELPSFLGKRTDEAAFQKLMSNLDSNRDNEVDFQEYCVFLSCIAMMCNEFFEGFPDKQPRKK
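assay system = human S100A4 monomer with TAMRA-labelled myosin IIA peptide | also added = labelled myosin peptide probe, 5 nM | incubation = 5 min between mix addition and reading | control set = DMSO and TFP controls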
* marks the source's active call; other numbers are inactive results; . = not tested or not shown; & = joins results of further samples. Not all compounds are listed. The share of hits here may be higher or lower than overall.

canonical_smiles,LGR2 inh,SIRT5 inh,CASP6 VEID inh,esBAF inh,FN deposition inh,C2C12 statin,S100A4 MyoIIA
C[C@H](CO)N1C[C@H](C)[C@@H](CN(C)Cc2ccc(C(F)(F)F)cc2)Oc2ccc(NS(=O)(=O)c3cn(C)cn3)cc2CC1=O,-20,1,1,-3,.,2,2
COc1ccc(-c2ccc3c(c2)[C@H]2[C@H](CCN2S(=O)(=O)c2ccc(OC)cc2)[C@@H](CO)N3C)cc1,12,8,1,-10,6,-6,-3
CCCNC(=O)N1CC2(CCN(C(=O)c3ccncc3)CC2)c2c([nH]c3cc(OC)ccc23)[C@H]1CO,-6,6,-3,.,.,.,4
O=C1OCC2=C1C(c1ccccc1)CC(=O)N2c1ccc(F)cc1 (configuration not stated),8,-3,0,.,.,.,0
O=[N+]([O-])c1ccc(S(=O)(=O)NCCc2ccncc2)cc1,28,2,2,.,14,.,2
COc1ccc(CN(C)C[C@@H]2Oc3ccc(NS(=O)(=O)c4ccc(F)cc4)cc3C(=O)N([C@H](C)CO)C[C@H]2C)cc1,3,-2,2,-5,.,32,6
COC(=O)c1cnc2c(c1C(=O)OC)c(=O)n(C)c(=O)n2C,8,.,-1,.,11,.,-2
C[C@H]1CN([C@@H](C)CO)C(=O)c2cc(-c3cccnc3)cnc2O[C@@H]1CN(C)C(=O)Nc1ccc(C(F)(F)F)cc1,8,-6,2,0,3,-5,6
O=C(C[C@@H]1CC[C@H]2[C@@H](COC[C@H](O)CN2CCc2ccccc2)O1)NCc1ccc(Oc2ccccc2)cc1,-9,3,-2,-1,0,-36,-14
Cc1cnc2nc(-c3ccccc3)ccc2c1,-49,2,2,-5,10,-28,-1
CC(C)NC(=O)Nc1cccc2c1O[C@@H](CN(C)Cc1ccc3c(c1)OCO3)[C@H](C)CN([C@H](C)CO)C2=O,-8,1,-1,.,4,.,-11
O=C(CN1C(=O)NC(c2ccccc2)(c2ccccc2)C1=O)NC1CCCC1,10,-7,0,0,1,2,0
Cc1ccc(OCC(=O)Oc2ccc(C(C)C)cc2)cc1,.,-2,2,-3,3,-1,-1
N#Cc1cccc(NC(=O)C2CCCN(C(=O)c3ccc(Cl)cc3)C2)c1 (configuration not stated),-4,-3,1,14,-4,3,1
Cc1ccc(S(=O)(=O)N2CCN(c3ccccc3)CC2)c(C)c1,6,-2,-7,2,-12,-11,7
Cc1cccc(NC(=O)C2COc3ccccc3O2)n1 (configuration not stated),-11,-2,-2,.,-4,.,-3
COc1ccc2[nH]c3c(=O)n(Cc4ccc(C(=O)NCC5CCCO5)cc4)c(=S)[nH]c3c2c1 (configuration not stated),16,1,4,.,-3,.,1
COc1cc(-c2coc3c(C(=O)NCc4ccc(N(C)C)cc4)cccc23)ccc1O,-8,-2,1,3,-6,-1,0
COc1ccc(NC(=O)N(C)C[C@H]2OCc3ccccc3-c3ccccc3C(=O)N([C@@H](C)CO)C[C@@H]2C)c(OC)c1,8,-5,.,4,-1,-4,.
Cc1ccc(-n2c(C)c([N+](=O)[O-])c3ccc(O)c(CN(C)C)c32)cc1,.,.,.,-17,5,-10,.
O=C(C[C@@H]1CC[C@@H](NC(=O)Nc2cc(F)ccc2F)[C@@H](CO)O1)NCc1ccc2c(c1)OCO2,-12,1,8,-1,4,-2,5
O=C1C2C3C=CC(C4CC34)C2C(=O)N1CCCCN1CCN(c2ccc(F)cc2)CC1 (configuration not stated),6,-1,2,-3,0,-1,0
COCCOC(=O)N1C(=O)[C@@]2(c3cc(C#CCCO)ccc31)[C@H](C(=O)N1CCc3cc(OC)c(OC)cc3C1)[C@H]1C(=O)O[C@H](c3ccccc3)[C@H](c3ccccc3)N1[C@@H]2c1ccccc1OCCO,.,-1,-1,.,.,.,3
COc1ccc(NC(=S)NC(=NS(=O)(=O)c2ccc(Cl)cc2)c2ccccc2)cc1,-85,.,-3,113*,.,-12,2
COc1ccc(C(=O)Oc2ccc(C(C)=O)cc2)c(OC)c1,-4,.,.,24,.,4,.
CC(Oc1ccc2c3c(c(=O)oc2c1)CCC3)C(=O)NCc1ccccn1 (configuration not stated),-6,-1,0,-2,-5,14,-1
CC(=O)c1ccc(NC(=S)N2c3ccccc3CC2C)cc1 (configuration not stated),-16,-4,-3,30,3,-10,-9
O=C1CC[C@H](O)CCN1[C@H](CSc1ccc(Br)cc1)Cc1ccccc1,2,.,1,2,16,24,-3
Cc1ccc(CN(CC(=O)NC2CCCCC2)C(=O)c2csnn2)cc1,12,-5,-2,4,3,15,-19
COc1ccc(-n2c(SCC(=O)Nc3cc(C)on3)nc3c(c2=O)SCC3)cc1OC,-13,-4,-1,-3,-2,-3,-4
O=S(=O)(c1ccc(NC(=S)NCc2cccnc2)cc1)N1CCCCC1,-2,-2,2,.,-4,.,-3
O=S(=O)(NCCO)c1cccc2cccnc12,13,.,0,-5,9,6,-3
COc1ccccc1/C=N/NC(=O)c1ccc(N(C)S(=O)(=O)c2ccccc2)cc1,6,-1,1,.,-7,.,-3
COCC#Cc1ccc([C@@H]2[C@H](CO)N3CCCCN(Cc4ccncc4)C[C@@H]23)cc1,-10,0,2,0,.,-1,-7
O=[N+]([O-])c1ccc(-c2cn(-c3ccc(Cl)cc3)c(=S)[nH]2)cc1,13,.,.,2,0,12,.
C[C@@H]1CCCCO[C@@H](CN(C)C(=O)c2ccccc2)[C@@H](C)CN([C@@H](C)CO)C(=O)c2cc(NC(=O)Nc3ccccc3)ccc2O1,8,.,-3,-9,1,.,10
COc1ccc(N(CC(=O)NC2CCCC2)C(=O)Cn2nnc(-c3ccc(C)o3)n2)cc1,-7,-2,0,1,16,43,-6
CC(C)CN(C(=O)COC(=O)CSc1ccc(Br)cc1)C1CCS(=O)(=O)C1 (configuration not stated),0,5,-2,.,-8,9,24
COc1ccc(C)cc1NC(=O)c1nn(C)c(C(=O)Nc2cc(C)ccc2OC)c1[N+](=O)[O-],7,-1,1,2,3,-3,3
COc1ccc(-n2c(CN3CCN(c4ccccn4)CC3)nc3ccc([N+](=O)[O-])cc3c2=O)c(OC)c1,-3,-3,-2,-4,8,-2,-7

Three compounds drawn at random from those above:
canonical_smiles,LGR2 inh,SIRT5 inh,CASP6 VEID inh,esBAF inh,FN deposition inh,C2C12 statin,S100A4 MyoIIA
COc1ccc(NC(=S)NC(=NS(=O)(=O)c2ccc(Cl)cc2)c2ccccc2)cc1,-85,.,-3,113*,.,-12,2
COCC#Cc1ccc([C@@H]2[C@H](CO)N3CCCCN(Cc4ccncc4)C[C@@H]23)cc1,-10,0,2,0,.,-1,-7
COc1ccc(-n2c(SCC(=O)Nc3cc(C)on3)nc3c(c2=O)SCC3)cc1OC,-13,-4,-1,-3,-2,-3,-4

Remaining list, next part.
canonical_smiles,LGR2 inh,SIRT5 inh,CASP6 VEID inh,esBAF inh,FN deposition inh,C2C12 statin,S100A4 MyoIIA
COc1ccccc1CN(C)C[C@H]1OCc2ccccc2-c2c(n(C)c3ccccc23)C(=O)N([C@@H](C)CO)C[C@@H]1C,1,10,2,.,8,.,9
Cc1cc(C(=O)NN=Cc2c(C)[nH]c3ccccc23)c(C)o1,8,3,3,-2,3,0,-1
COc1ccc(NC(=O)N(C)C[C@H]2Oc3ccc(NS(=O)(=O)c4cccs4)cc3CC(=O)N([C@H](C)CO)C[C@@H]2C)cc1,-14,.,.,-3,7,-13,.
CCC(NC(=O)Cc1cccs1)c1ccccc1 (configuration not stated),8,0,-1,4,-4,14,-10
Cc1ccsc1-c1n[nH]c(=S)n1C1CCCCC1,3,-5,2,.,5,.,-3
Cc1ccc(CNC(=O)CCS(=O)(=O)c2ccc3c(c2)NC(=O)CS3)cc1,3,0,5,4,-11,-3,-4
C/C(=N\Nc1nncc2ccccc12)c1ccc(OCC(=O)N(C)C)cc1,-61,-2,-2,33,-2,-31,6
COc1cccc(N2CC(NS(=O)(=O)c3ccc4ccccc4c3)CC2=O)c1 (configuration not stated),2,7,1,.,-4,.,2
COc1cccc(NC(=O)Cn2cc(C=O)c3ccccc32)c1,14,-1,-1,4,-3,13,0
Cc1ccccc1NS(=O)(=O)CCCCC(Cl)(Cl)Cl,.,0,-1,-1,0,11,-4
COc1ccccc1S(=O)(=O)N(C)C[C@@H]1OCc2cnnn2CCCC(=O)N([C@@H](C)CO)C[C@@H]1C,.,2&1,2&-2,1&-1,5&2,13&-2,1&4
CN(Cc1ccc(Cl)cc1)C(C(=O)NC1CCCCC1)c1ccnc2ccccc12 (configuration not stated),-42,-2,-2,-6,7,9,0
C[C@H]1CN([C@@H](C)CO)C(=O)c2cc(Br)cnc2O[C@@H]1CN(C)C(=O)c1ccccc1F,8,2,0,4,-10,1,2
C[C@H]1CN([C@@H](C)CO)C(=O)Cc2cc(NC(=O)Cc3cn(C)c4ccccc34)ccc2O[C@@H]1CN(C)Cc1ccc2c(c1)OCO2,4,1,0,-2,.,-12,-26
CC(C)NC(=O)NC[C@@H]1[C@H](c2ccccc2)[C@H](CO)N1C(=O)c1ccccc1,7,0,4,4,-7,4,1
Cc1cc(C)nc(NC(=O)c2ccc(Cl)cc2Cl)n1,-5,-4,-1,7,.,4,5
CN1CCN(c2nc3c(c(=O)n(C)c(=O)n3C)n2Cc2ccccc2F)CC1,-15,-5,-1,-1,-3,7,-4
COc1cc(NC(=S)NCc2cccnc2)c(OC)cc1Cl,1,1,0,.,.,.,-3
O=C(C1CC(=O)N(c2ccc3c(c2)OCCO3)C1)N1CCCC(C(F)(F)F)C1 (configuration not stated),-2,-4,-1,.,5,-3,-4
CCOC(=O)C(C)On1c(-n2nc(C)cc2C)nc2ccccc2c1=O (configuration not stated),-19,-1,1,6,5,1,-2
Cc1noc(C)c1NC(=O)Nc1ccc2c(c1)C(=O)N([C@@H](C)CO)C[C@H](C)[C@H](CN(C)Cc1ccc(C(=O)Nc3ccccc3N)cc1)O2,0,1,0,-4,.,44,3
Cc1cc(C)c2ccc(C(=O)O)nc2c1O,.,.,.,4,-1,29,.
O=C(CCc1ccc(S(=O)(=O)N2CCOCC2)cc1)Nc1ccc(F)c(F)c1F,2,11,-2,2,0,-1,-2
COc1ccc(OC)c(-c2cc(C(=O)Nc3cccc(Cl)c3)no2)c1,-7,-1,4,-1,.,-8,-2
CCCC#Cc1cnc2c(c1)C(=O)N([C@H](C)CO)C[C@@H](C)[C@@H](CN(C)S(=O)(=O)c1ccccc1)O2,-45,2,-1,3,5,3,9
CSc1ccccc1NC(=O)COC(=O)Cc1ccsc1,-7,0,2,-1,7,16,2
C[C@@H]1CN([C@H](C)CO)C(=O)c2c(c3ccccc3n2C)-c2ccccc2CO[C@H]1CN(C)S(C)(=O)=O,0,-2,-3,-5,-10,1,11
CO[C@@H]1CN(C)C(=O)c2cc(NC(=O)C3CC3)ccc2OC[C@@H](C)NC[C@@H]1C,7,5,-11,2,-22,0,5
Cc1ccccc1CC(=O)NCc1cccnc1,-5,-1,2,-1,-1,2,0

Exported with each value named: entries from further up.
smiles: CO[C@@H]1CN(C)C(=O)c2cc(NC(=O)C3CC3)ccc2OC[C@@H](C)NC[C@@H]1C
  LGR2 inh: 7
  SIRT5 inh: 5
  CASP6 VEID inh: -11
  esBAF inh: 2
  FN deposition inh: -22
  C2C12 statin: 0
  S100A4 MyoIIA: 5

smiles: CCCC#Cc1cnc2c(c1)C(=O)N([C@H](C)CO)C[C@@H](C)[C@@H](CN(C)S(=O)(=O)c1ccccc1)O2
  LGR2 inh: -45
  SIRT5 inh: 2
  CASP6 VEID inh: -1
  esBAF inh: 3
  FN deposition inh: 5
  C2C12 statin: 3
  S100A4 MyoIIA: 9

Screens (PubChem)
